Assay outcomes deposited in PubChem by National Center for Advancing Translational Sciences (NCATS).
Epigenetic mod = epigenetic modulators derepressing GFP locus in mouse cells; mouse C127i GFP locus derepression, cytometry, 30 h; hit rate 0.09% among 68,000; Potency, µM (doses to about 46.1 µM), without a hit: top-dose GFP derepression (activation); further: % of control where 0% means no effect
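Read-out is the number of GFP-positive cells, scored as fluorescent objects 20 to 120 um wide, reflecting derepression of a silenced CMV-GFP reporter in murine C127i cells after 30 h compound exposure at 37 C.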
Hsp90 Hop PPI = changes Hsp90-Hop TPR2A binding signal, up or down; Potency, µM (top dose mostly 57 µM), inactives show at the top dose activity change, negative = inhibition; AlphaScreen TPR2A-His6 binding biotin-Hsp90 C-terminal peptide; hit rate 0.44% among 71,000; active means well fitted curve in either direction with a large enough effect; inconclusive means small, poorly fitted or top-dose-only effect, or another doubt; further: potency means the concentration at half of the fitted maximal effect; on the % scale 0 is the no-effect control and ±100 the full control effect; many of its hits are not listed in these tables
HBB splice mod = alters splicing of the hemoglobin beta chain; HBB splicing reporter cell assay, activation; EGFP reporter with mutant IVS2-654 intron; response scale: normalised to 500 nM splice-correcting PNA; Potency, µM (series often up to 46.1 µM), inactives show at the top dose activation, most hits filed as activators; hit rate 0.06% among 65,000; further: potency means the concentration at half of the fitted maximal effect; 0% is about no effect
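Compounds were applied for 2 days to HeLa EGFP-654 cells, 500/well in Optimem with 2% FCS. The reporter's EGFP is disrupted by mis-splicing of beta-globin intron IVS2-654. Readout: summed well GFP fluorescence from 488 nm laser scanning; reference was 500 nM antisense […] 654 PNA.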
ALOX15 inhib = 15-hLO (ALOX15) enzyme inhibition; P16050; purified 15hLO-1, xylenol orange hydroperoxide absorbance; Potency, µM (top dose mostly 57.1 µM), without a hit: at the highest dose activity change, negative = inhibition, usual class: inhibitors; hit rate 1.4% among 74,000; further: potency means the concentration at half of the fitted maximal effect; on the % scale 0 is the no-effect control and ±100 the full control effect; nearly all actives have a fitted effect of over 55% in size
Target sequence (P16050 whole entry, looked up): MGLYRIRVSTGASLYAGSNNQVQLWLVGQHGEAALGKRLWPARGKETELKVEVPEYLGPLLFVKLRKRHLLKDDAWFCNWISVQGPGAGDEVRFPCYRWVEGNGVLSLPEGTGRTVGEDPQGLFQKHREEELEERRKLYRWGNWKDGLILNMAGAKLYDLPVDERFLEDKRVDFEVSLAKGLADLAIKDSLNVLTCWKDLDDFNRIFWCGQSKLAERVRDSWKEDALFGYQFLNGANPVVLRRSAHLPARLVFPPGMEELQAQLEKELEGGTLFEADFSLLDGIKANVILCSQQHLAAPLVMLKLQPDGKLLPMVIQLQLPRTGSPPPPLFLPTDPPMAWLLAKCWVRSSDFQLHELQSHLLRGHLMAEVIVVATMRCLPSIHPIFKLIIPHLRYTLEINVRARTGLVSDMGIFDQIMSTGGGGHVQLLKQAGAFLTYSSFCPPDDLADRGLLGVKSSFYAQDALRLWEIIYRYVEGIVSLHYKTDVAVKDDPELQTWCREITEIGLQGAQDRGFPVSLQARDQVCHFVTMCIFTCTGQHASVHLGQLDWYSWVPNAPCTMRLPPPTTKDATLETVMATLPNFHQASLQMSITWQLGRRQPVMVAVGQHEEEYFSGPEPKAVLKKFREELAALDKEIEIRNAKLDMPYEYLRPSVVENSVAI
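Readout: Fe(III)-xylenol orange absorbance, 573-to-405 nm ratio as reaction progress. Enzyme 40 nM purified human 15hLO-1, substrate 50 uM arachidonic acid, 6 min RT after 15 min compound preincubation; Hepes pH 7.5 buffer with Triton X-100.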
Rhodamine fluor = compound fluoresces in the rhodamine spectral region | Rhodamine-region fluorescence, 547/598 nm, Tris buffer; stronger effect = higher value | hit rate 0.05% among 59,000 | max dye-equivalent concentration, M | AID 594; in the data active means max dye-equivalent concentration above about 11 nM; inconclusive means between about 1.1 nM and that limit
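qHTS spectral profiling of compounds without any target or enzyme present, in pH 8.0 Tris buffer; plates were read after a 15-minute room-temperature incubation using the rhodamine-region filter set.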
UbGFP stabilizer = inhibits proteasome, raising ubiquitin-GFP reporter fluorescence; Ubiquitin-GFP reporter cells, proteasome inhibition, GFP fluorescence; response scale: untreated = 0%, 10 µM MG-132 = 100%; Potency, µM (top dose mostly 45.9 µM), inactives show top-dose activation (GFP accumulation), hits mostly activators; 67,000 tested, under 10 active; AID 526; active means well fitted activation curve with a large enough effect, not every such curve was filed as active; inconclusive means small, poorly fitted or top-dose-only effect, or another doubt; inactive means no such curve, though single readings can be large or run the other way; further: potency means the concentration at half of the fitted maximal effect
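Proteasome blockade was scored as a rise in GFP-expressing U2OS cells carrying a ubiquitin(G76V)-GFP construct, imaged after 4 hr compound treatment at 37 °C across a 46 uM–2.9 nM series.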
TexasRed autofl = compound fluoresces in the Texas Red spectral region. AID 587. max dye-equivalent concentration, M. Compound fluorescence, Texas Red channel, 547/618 nm; stronger effect = higher value. hit rate 0.06% among 59,000; in the data active means max dye-equivalent concentration above about 10 nM; inconclusive means between about 1.1 nM and that limit
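Compound titrations in 100 mM Tris pH 8.0 were incubated 15 min at room temperature and read at 547 nm excitation / 618 nm emission. Texas Red six-point standard curve on each plate converted fluorescence to dye-equivalent concentration.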
Fluorescein autfl = compound autofluorescence in fluorescein spectral region; AID 593; Compound autofluorescence, 480/540 nm, fluorescein-equivalent; stronger effect = higher value; hit rate 0.91% among 59,000; max fluorescein-equivalent concentration, M; in the data active means max fluorescein-equivalent concentration above about 10 nM; inconclusive means between about 1.1 nM and that limit
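Compounds were pin-transferred into 100 mM Tris buffer, pH 8.0, and incubated 15 min at room temperature. Fluorescence was read at 480 nm excitation/540 nm emission. Signals were normalized to an on-plate six-point fluorescein standard curve as dye-equivalent concentration.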
HADH2 inhib = inhibitors of human HADH2 dehydrogenase; hit rate 3.4% among 73,000; recombinant HADH2, NADH fluorescence, beta-hydroxybutyryl-CoA; Potency, µM (top dose mostly 57.1 µM), for the others: at the highest dose activity change, negative = inhibition, most hits filed as inhibitors; further: potency means the concentration at half of the fitted maximal effect; on the % scale 0 is the no-effect control and ±100 the full control effect; nearly all actives have a fitted effect of over 60% in size; many of its hits are not listed in these tables
Target sequence (Q99714 whole entry, looked up, one chain of several): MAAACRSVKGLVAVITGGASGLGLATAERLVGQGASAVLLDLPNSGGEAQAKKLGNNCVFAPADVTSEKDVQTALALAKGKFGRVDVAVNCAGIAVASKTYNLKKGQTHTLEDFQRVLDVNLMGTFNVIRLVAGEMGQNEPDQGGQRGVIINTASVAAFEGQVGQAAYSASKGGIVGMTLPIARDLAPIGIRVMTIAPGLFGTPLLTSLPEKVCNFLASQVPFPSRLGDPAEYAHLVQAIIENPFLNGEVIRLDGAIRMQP
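NADH fluorescence (ex 360/em 450 nm) read every 30 s for 4 min; activity taken as last-minus-first time point difference. Enzyme 20 nM, NAD+ 1 mM, beta-hydroxybutyryl-CoA 90 uM, pH 9.0 Tris buffer.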
4-MU autofl = 4-MU region autofluorescence; compound autofluorescence, 340/450 nm, 4-MU equivalents; stronger effect = higher value; max dye-equivalent concentration, M; hit rate 11% among 59,000; AID 589; in the data active means max dye-equivalent concentration above about 10 nM; inconclusive means mostly about 1.1 nM to 9.6 nM
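Compounds in 100 mM Tris, pH 8.0, sat 15 min at room temperature before fluorescence was read at 340 nm excitation/450 nm emission; a per-plate six-point 4-MU standard curve converted signals to dye-equivalent concentration at each compound concentration.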
DNA Pol III inh = DNA polymerase III holoenzyme inhibition. reconstituted DNA polymerase III holoenzyme replication, biochemical. hit rate 0.25% among 71,000. Potency, µM (series often up to 57.1 µM), for inactives: at the top dose activity change, negative = inhibition. AID 603; further: potency means the concentration at half of the fitted maximal effect; on the % scale 0 is the no-effect control and ±100 the full control effect
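Reconstituted *E. coli* holoenzyme (0.35 nM Pol III, 1 nM beta, 154 nM SSB, 2 nM primase) was preincubated with compound for 15 min at RT. Synthesis on 1.4 nM ssM13Gori ran 35 min, then was stopped with PicoGreen/EDTA and read as dsDNA fluorescence.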
* = called active by the depositor; i = inactive; ? = inconclusive; / = not tested or not shown; [ ] = dose if it differs, or a comment. Unless noted, the call rests on the fitted dose curve; in most records, active means well fitted curve in the direction sought with a large enough effect; inconclusive means small, poorly fitted or top-dose-only effect, or another doubt; inactive means no such curve, though single readings can be large; an effect the other way counts as inactive or inconclusive.

Structure	Epigenetic mod	Hsp90 Hop PPI	HBB splice mod	ALOX15 inhib	Rhodamine fluor	UbGFP stabilizer	TexasRed autofl	Fluorescein autfl	HADH2 inhib	4-MU autofl	DNA Pol III inh
O=c1oc2c(CN3CCOCC3)c(O)c(Cl)cc2c2c1CCCC2	0%	-4%	3.8%[0.369 µM]	1%	i	-7%	i	i	?	1.2e-05M*	-5%
CC(C)CSc1nnc2[nH]c(=O)cc(N)n12	0%	-4%	-0.2%	6%	i	-3%	i	i	2%	i	-1%
CCCCc1c(O)c2ccccc2[nH]c1=O	-2%	0%	/	2%	i	-5%	i	i	?	i	-3%
O=C(CSc1nnc(CNC(=O)c2ccccc2F)o1)NCCc1ccccc1	-2%	?	-0.6%	4%	i	-3%	i	i	-6%	i	-4%
Cc1cc(C(F)(F)F)c2c(C)nn(CCc3nn[nH]n3)c2n1	-1%	-3%	-1.3%	13%	i	-2%	i	?	?	i	-7%
CCCCC(c1nnnn1C1CCCC1)N1CCN(C(=O)c2ccco2)CC1 (stereo unspecified)	-3%	-7%	/	-10%	i	-2%	i	i	19%	i	8%
COC(=O)CSc1nnc(CNC(=O)c2cc(OC)c(OC)c(OC)c2)n1C	1%	6%	-2.1%	8%	i	-5%	i	?	2%	i	1%
O=C(Nc1ccccc1O)c1cc(S(=O)(=O)N2CCOCC2)c(Cl)cc1Cl	2%	-1%	-1.7%	-1%	/	10%	/	/	2%	/	1%
Cc1ccc(C(=O)CSc2nnc(-c3cccnc3)n2N)cc1	2%	-5%	0.2%	-1%	i	9%	i	i	-10%	i	-3%
COc1cc([C@H]2c3cc4c(cc3[C@@H](O)[C@@H]3COC(=O)[C@H]23)OCO4)cc(OC)c1OC	6%[20.6 µM]	2%[26 µM]	-2.2%[20.6 µM]	3%[25.6 µM]	i	0%[20.5 µM]	i	?	1%[25.6 µM]	i	0%[25.6 µM]
COC(=O)/C=C1\NCCSC1=O	0%	9%	-1.8%	-7%	i	6%	i	i	7%	i	-1%
Nc1c2c(nc3ccccc13)N(c1ccccc1)CC2	0%[20.6 µM]	/	/	/	i	/	i	?	/	2.9e-08M*	/
Nc1nc(-c2ccccc2)cs1	/	-7%	-0.9%	-13%	/	/	/	/	5%	/	-6%
CCNc1nc(SCC(=O)OC)nc(N2CCOCC2)n1	0%	0%	-1.7%	2%	i	-4%	i	i	-3%	i	8%
CCC(=O)N1CCCc2cc(S(=O)(=O)N3CCCc4ccccc43)ccc21	4%	7%	1.0%	-13%	i	2%	?	i	0%	i	1%
O=C(Nc1ccc(N2CCN(C(=O)c3ccc(Cl)cc3)CC2)cc1)c1cccnc1	3%	-13%	-3.0%	-2%	i	-2%	?	i	16%	i	-6%
CN(C)c1ccccc1C(=O)c1ccccc1N(C)C	9%	-10%	-3.5%[57.5 µM]	-24%	i	-4%	i	i	23%	i	-4%
COC(=O)c1ccc2ncccc2c1	6%	-4%	2.8%	7.9µM*	i	7%	i	?	4%	i	-8%
Cc1ccc(N2CN=c3s/c(=C\c4cccnc4)c(=O)n3C2)cc1	0%[20.6 µM]	/	/	/	i	/	i	i	/	?	/
CC(=O)c1cccc(NC(=O)NC(C)C2CCCO2)c1 (stereo unspecified)	0%	1%	-0.1%	5%	i	5%	i	?	5%	i	-6%
COc1cc(C(=O)N2CCN(Cc3ccccc3C(F)(F)F)CC2)cc(OC)c1OC	0%	1%	0.7%	-15%	/	1%	/	/	1%	/	-4%
COc1cccc(-c2nnc3sc(-c4ccc(C)cc4)nn23)c1	9%[20.6 µM]	/	/	/	i	/	i	i	/	i	/
O=c1c2[nH]c3ccccc3c2ncn1CCCn1ccnc1	-2%	-1%	-1.8%[1.84 µM]	-5%	i	-1%	i	i	-29%	i	-6%
CC(NC(=O)C1CCC(=O)N1Cc1ccc(F)cc1)c1ccc2c(c1)OCCO2 (stereo unspecified)	-3%	?	-1.2%	-11%	/	9%	/	/	13%	/	-12%
CC(C)(C)n1nnnc1C(c1ccncc1)N1CCN(C2CCCCC2)CC1 (stereo unspecified)	-1%	0%	-5.6%	4%	i	5%	i	?	-4%	i	-8%
O=C(O)C1C2CCC(O2)C1C(=O)NCc1ccncc1 (stereo unspecified)	0%	-1%	0.2%	1%	i	13%	i	i	3%	i	-2%
O=C(CSc1ccc2nnc(-c3cccc(F)c3)n2n1)NCc1ccco1	-3%	0%	0.3%	-5%	i	-4%	i	i	6%	?	-7%
CCOC(=O)/C=C(\C)Sc1cc(=O)oc2ccccc12	-3%	2%	0.1%	-15%	i	4%	i	?	5%	i	-4%
Cc1nc2ccc(S(=O)(=O)N(C)CC(=O)N3CCc4ccccc43)cc2s1	2%	0%	0.9%	1%	i	-4%	i	i	11%	i	-2%
Nc1c(S(=O)(=O)c2cccc(Cl)c2)c2nc3ccccc3nc2n1CCN1CCOCC1	6%	-4%	-1.2%	-4%	i	3%	i	i	-1%	i	-8%
O=C(Cn1ncnn1)OCc1ccccc1Cl	0%	0%	/	-2%	i	2%	i	?	-4%	i	-1%
CCc1ccccc1NC(=O)c1nnn(CC(=O)Nc2cccc(C)c2C)c1N	1%	-4%	2.3%	-13%	i	2%	i	i	13%	i	-1%
CCC1CCCCN1S(=O)(=O)c1ccc(S(=O)(=O)N2CCN(S(=O)(=O)CC)CC2)cc1 (stereo unspecified)	0%	-1%	/	1%	i	-10%	i	i	20%	i	1%
Clc1ccccc1CSc1nnc(-c2ccco2)c(-c2ccco2)n1	14%[20.6 µM]	/	/	/	i	/	i	?	/	i	/
O=C(CN(CC1CCCO1)C(=O)Cn1nnc(-c2ccc(F)cc2)n1)NC1CCCCC1 (stereo unspecified)	-3%	-1%	0.1%[57.5 µM]	2%	i	-2%	i	i	9%	i	-7%
CN(C)S(=O)(=O)c1ccc(S(=O)(=O)Nc2ccc3c(c2)oc2ccccc23)cc1	2%	-4%	-0.4%[57.5 µM]	-7%	i	-5%	i	i	13%	i	-3%
CN(C)c1ccc(C2C3=C(CCCC3=O)OC3=C2C(=O)CCC3)cc1	0%	-11%	-0.2%[57.5 µM]	?	i	-4%	i	i	-3%	i	?
CCS(=O)(=O)c1ccc2oc(SCC(=O)NCCC3=CCCCC3)nc2c1	0%	-1%	-0.2%[57.5 µM]	-4%	i	2%	i	i	-5%	i	-4%
COc1cccc(N2C(=O)C3CC=C(Cl)CC3C2=O)c1 (stereo unspecified)	0%	-4%	3.5%	-26%	i	0%	i	1.5e-08M*	?	i	0%
Cc1ccc(C)n1-n1c(C)nc2scc(-c3cccs3)c2c1=O	-3%	-13%	-1.6%	-13%	/	22%	/	/	-3%	/	-6%
O=C(Nc1ccccc1-c1nnn(CC(=O)N2CCN(c3ccccc3)CC2)n1)c1cccs1	-2%	-1%	-1.1%	0%	i	-1%	i	?	-1%	i	10%

Full records, quoted from the list. Screens in order: Epigenetic mod | Hsp90 Hop PPI | HBB splice mod | ALOX15 inhib | Rhodamine fluor | UbGFP stabilizer | TexasRed autofl | Fluorescein autfl | HADH2 inhib | 4-MU autofl | DNA Pol III inh
CCc1ccccc1NC(=O)c1nnn(CC(=O)Nc2cccc(C)c2C)c1N as listed: 1% | -4% | 2.3% | -13% | i | 2% | i | i | 13% | i | -1%
O=C(Cn1ncnn1)OCc1ccccc1Cl as listed: 0% | 0% | / | -2% | i | 2% | i | ? | -4% | i | -1%
O=C(CSc1ccc2nnc(-c3cccc(F)c3)n2n1)NCc1ccco1 as listed: -3% | 0% | 0.3% | -5% | i | -4% | i | i | 6% | ? | -7%
Nc1c(S(=O)(=O)c2cccc(Cl)c2)c2nc3ccccc3nc2n1CCN1CCOCC1 as listed: 6% | -4% | -1.2% | -4% | i | 3% | i | i | -1% | i | -8%

These rows are one share of the data; the hit share may differ from the screen's.
